D2 antagonist = antagonizes the human D2 dopamine receptor; inhibition, % at 10 µM; 340,000 tested, 2% active; P14416; AID 485344; HEK293 TREx D2 cells, calcium flux, dopamine EC80; in the data active = inhibition above about 30%; also: 0% is about no effect
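Tetracycline-induced HEK293 TREx cells expressing D2 receptor forced-coupled to calcium signalling, loaded with no-wash calcium dye. Compounds added and calcium flux read 180 s, then dopamine added at EC80 and read a further 180 s.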
D1 antagonist = blocks dopamine activation of the human D1 receptor; 360,000 tested, 3.2% active; activity change, negative = inhibition, % at 10 µM; P21728; AID 504652; HEK293 TREx D1 cells, calcium flux, dopamine EC80; hits give low values; in the data active = activity change below about -30%; also: % is scaled to controls: 0 for no effect and ±100 for the full control effect
Target sequence (P21728 whole entry, looked up): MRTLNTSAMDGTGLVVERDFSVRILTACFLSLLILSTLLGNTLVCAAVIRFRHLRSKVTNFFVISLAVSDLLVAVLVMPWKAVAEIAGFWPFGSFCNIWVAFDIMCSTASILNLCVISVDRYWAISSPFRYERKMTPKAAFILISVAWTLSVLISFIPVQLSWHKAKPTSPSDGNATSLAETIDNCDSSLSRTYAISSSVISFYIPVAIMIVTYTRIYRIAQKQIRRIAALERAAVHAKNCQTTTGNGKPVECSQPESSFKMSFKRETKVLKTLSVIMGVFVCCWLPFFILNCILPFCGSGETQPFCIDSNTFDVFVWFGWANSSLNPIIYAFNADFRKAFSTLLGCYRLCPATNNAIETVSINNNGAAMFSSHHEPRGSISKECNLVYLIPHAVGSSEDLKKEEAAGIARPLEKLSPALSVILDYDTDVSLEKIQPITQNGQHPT
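Compound effects on dopamine-evoked calcium signalling were measured in tetracycline-induced HEK293 Trex D1 cells. Dopamine at EC80 followed a 180 s compound pre-read, and fluorescence was tracked kinetically for 180 s more.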
D1 ag = activates the human D1 dopamine receptor; P21728; activation, % at 2 µM; AID 504660; 360,000 tested, 1% active; HEK293 T-REx D1 cells, calcium flux, agonist mode; in the data active = activation above about 30%; also: 0% is about no effect
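Inducible HEK293 T-REx D1 cells, force-coupled to calcium signalling, were plated at 4000 cells/well with tetracycline and held overnight at 30 C. After no-wash calcium dye loading, compound-evoked calcium rise over 180 s flagged agonists.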
RXFP1 antag = RXFP1 (human) relaxin receptor antagonism | Q9HBX9 | HEK293-RXFP1, relaxin-stimulated cAMP HTRF, 30 min; hits give low values | activity change, negative = inhibition, % at 57.5 µM | 350,000 tested, 0.59% active | AID 1259400;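 active = activity change of -60% or lower, but not beyond a set lower limit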; also: % is scaled to controls: 0 for no effect and ±100 for the full control effect
D2 PAM = D2 dopamine receptor (human) potentiation | AID 485347 | 340,000 tested, 0.34% active | HEK293 T-REx D2, calcium flux, EC20 dopamine potentiation | potentiation, % at 10 µM | P14416;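 active = potentiation over 3 SD above the plate norm, cut at about 30% in these data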; also: 0% is about no effect
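Cells plated with tetracycline inducer and held overnight at 30 C; calcium dye loaded 30–90 min at room temperature; baseline taken, compound added and read 180 s; EC20 dopamine then added and read 180 s.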
D1 PAM = human D1 dopamine receptor positive modulation; potentiation, % at 10 µM; P21728; HEK293 TREx D1 cells, calcium flux, dopamine EC20 potentiation; 360,000 tested, 0.036% active; in the data active = potentiation above about 30%; also: 0% is about no effect
TRHR enhancer = allosteric enhancers of human TRH receptor. 360,000 tested, 0.66% active. TRHR cells, fluo-8 calcium fluorescence, EC20 TRH enhancement. enhancement, % at 2 µM. AID 493056. P34981; in the data active = enhancement above about 30%; also: 0% is about no effect
Target sequence (P34981 whole entry, looked up): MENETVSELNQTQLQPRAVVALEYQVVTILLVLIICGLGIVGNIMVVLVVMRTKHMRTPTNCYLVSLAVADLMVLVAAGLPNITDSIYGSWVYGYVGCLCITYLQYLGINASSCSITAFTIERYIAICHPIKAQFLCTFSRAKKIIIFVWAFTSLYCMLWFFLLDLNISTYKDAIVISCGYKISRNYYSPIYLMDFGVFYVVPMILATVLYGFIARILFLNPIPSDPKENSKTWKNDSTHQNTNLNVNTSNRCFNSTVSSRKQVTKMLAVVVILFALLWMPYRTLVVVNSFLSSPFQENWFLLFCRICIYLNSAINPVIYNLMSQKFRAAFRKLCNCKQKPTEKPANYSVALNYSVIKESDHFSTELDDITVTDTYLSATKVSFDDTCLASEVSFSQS
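Enhancer read-out: after compound pinning and an initial kinetic agonist-mode read, an EC20 of TRH (10 nM final) was injected and fluo-8 calcium signal (Ex 480/Em 530) followed at 1 s/cycle for 100 cycles in TRHR-expressing cells.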
RXFP1 agonist = agonists of human relaxin receptor RXFP1; HEK293T-RXFP1 cAMP TR-FRET, 30 min; response scale: percent of porcine relaxin response, buffer zero; Potency, µM (top dose mostly 57.5 µM), without a hit: at the highest dose activation, actives largely listed as activators; 370,000 tested, 0.3% active; active = well fitted activation curve with a large enough effect; also: potency is read from the fitted curve at half-maximal effect; % is scaled to controls: 0 for no effect and ±100 for the full control effect; nearly all actives have a fitted effect of over 60% in size; many of its hits are not listed in these tables
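HEK293 cells stably expressing RXFP1, treated 30 min at 37C with compounds plus PDE4 inhibitor Ro 20174; cAMP measured by HTRF TR-FRET. Normalized to buffer and 29 nM porcine relaxin; EC50 by Hill fit.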
D2 ag = activates the human D2 dopamine receptor | P14416 | HEK293 T-REx D2 cells, calcium flux agonist mode | activation, % at 2 µM | 340,000 tested, 0.53% active;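 active = activation over 3 SD above normal in the single-dose calcium agonist read, cut at about 30% in these data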; also: 0% is about no effect
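HEK293 Trex D2 cells, tetracycline-induced, o/n 30 C 5% CO2; no-wash Ca dye, RT 30–90 min; 10-cycle baseline, 23 nl cpd added, kinetic Ca read 180 s; agonist hits = positive Ca response.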
An asterisk follows results filed as active; & = joins results of further samples. Not all compounds are listed; the hit share may differ from the screen's.

CCC(C)NC(=O)c1cn(CC)c2ccc(S(=O)(=O)N3CCCCCC3)cc2c1=O (configuration not stated) was read as D2 antagonist -6.6, D1 antagonist 13.4, D1 ag 1.7, RXFP1 antag 12.8, D2 PAM 3.3, D1 PAM 2.3, TRHR enhancer -2.3, RXFP1 agonist 0.8% and D2 ag -0.4.
Screening Cc1onc(-c2ccccc2Cl)c1C(=O)NCc1nnnn1-c1ccc(F)cc1 returned D2 antagonist 11.2, D1 antagonist -11.4, D1 ag 6.2, RXFP1 antag -13.0, D2 PAM -2.6, D1 PAM -3.2, TRHR enhancer -0.9, RXFP1 agonist 1.5% and D2 ag 1.2.
For CCN(C(=O)CSc1nc2ccccc2n1CC(=O)Nc1ccc(F)cc1F)c1ccccc1 the results were D1 antagonist -1.2, D1 ag 4.8, D2 PAM 0.6, D1 PAM -0.1, TRHR enhancer 4.1, RXFP1 agonist -5.3% and D2 ag 1.2.
`CCc1ccc(Nc2ncc3c(n2)CC(C)(C)CC3=O)cc1` gave D2 antagonist -2.9, D1 antagonist -1.1, D1 ag 0.1, RXFP1 antag -14.4, D2 PAM -1.2, D1 PAM 0.5, TRHR enhancer -2.3, RXFP1 agonist 3.4% and D2 ag -0.6.
COc1ccc(OC)c(CCNC(=O)CCn2ccc3cc(S(=O)(=O)N4CCCC4)ccc32)c1 was read as D2 antagonist -17.0, D1 antagonist 0.3, D1 ag 0.9, RXFP1 antag -5.8, D2 PAM -8.5, D1 PAM -5.2, TRHR enhancer -6.6, RXFP1 agonist 3.6% and D2 ag 0.2.
For CCCCNC(=O)CC1N=C2c3ccccc3N=C(SCC(=O)NCc3ccccc3Cl)N2C1=O (configuration not stated) the results were D1 antagonist 7.5, D1 ag -0.5, RXFP1 antag -13.7, D2 PAM -2.6, D1 PAM 3.1, TRHR enhancer -0.8, RXFP1 agonist 0.4% and D2 ag -1.9.
CCCn1c2c(c(O)c(C(=O)Nc3nc4ccccc4s3)c1=O)CCCC2 was read as D2 antagonist 3.2, D1 antagonist -14.5, D1 ag 1.0, RXFP1 antag -3.7, D2 PAM 15.5, D1 PAM -0.2, TRHR enhancer -0.1, RXFP1 agonist 0.9% and D2 ag 0.2.
Screening Cc1ccn2c(c1)nc(=S)n2C(=O)c1ccccc1 returned D2 antagonist 3.4, D1 antagonist -6.5, D1 ag 3.0, RXFP1 antag -8.1, D2 PAM -2.4, D1 PAM -0.1, TRHR enhancer 6.2, RXFP1 agonist 1.7% and D2 ag 0.4.
For O=S(=O)(Nc1ccc(-n2cccc2)cc1)c1ccc(Cl)cc1Cl the results were D2 antagonist -17.3, D1 antagonist -6.0, D1 ag 0.9, RXFP1 antag -2.0, D2 PAM -5.4, D1 PAM -0.6, TRHR enhancer 7.7, RXFP1 agonist 1.7% and D2 ag 0.3.
`CCC(=O)N(C)CCc1cc2c(c(OC)c1/C=N/NC(=O)c1ccccc1O)OCO2` gave D2 antagonist 25.0, D1 antagonist 2.4, D1 ag 1.6, RXFP1 antag -2.7, D2 PAM -13.0, D1 PAM -3.6, TRHR enhancer 7.0, RXFP1 agonist 0.2% and D2 ag 0.2.
Screening COc1cc(SC)ccc1C(=O)Nc1cccc(S(=O)(=O)NC2=NCCCCC2)c1 returned D2 antagonist -22.7, D1 antagonist -37.7*, D1 ag 10.6, RXFP1 antag 1.9, D2 PAM -12.8, D1 PAM -5.7, TRHR enhancer -13.3, RXFP1 agonist 1.0% and D2 ag 0.9.
Screening CC(=O)c1ccc(NC(=O)/C=C/c2ccc(C)o2)cc1 returned D1 antagonist -2.4, D1 ag 1.5, RXFP1 antag -23.5, D2 PAM 7.7, D1 PAM -4.0, TRHR enhancer 1.0, RXFP1 agonist 0.1% and D2 ag -0.4.
`CC1CN(Cc2ccccc2)c2ccccc2NC1=S` (configuration not stated) gave D2 antagonist 27.2, D1 antagonist 2.1, D1 ag 9.4, RXFP1 antag -24.1, D2 PAM 0.0, D1 PAM -5.3, TRHR enhancer 1.7, RXFP1 agonist -1.2% and D2 ag -1.9.
Screening CSc1nc(N)n2nc(C(C)(C)C)cc2n1 returned D2 antagonist -28.2, D1 antagonist 4.9, D1 ag 0.3, RXFP1 antag -16.7, D2 PAM 13.5, D1 PAM -0.7, TRHR enhancer 12.5, RXFP1 agonist 0.0% and D2 ag -0.7.
Screening Cc1ccc(C(=O)Cn2nnc3ccccc32)cc1[N+](=O)[O-] returned D2 antagonist -0.4, D1 antagonist 8.4, D1 ag 7.3, RXFP1 antag 13.4, D2 PAM 1.5, D1 PAM 5.8, TRHR enhancer -2.9, RXFP1 agonist 0.9% and D2 ag -0.5.
Screening COc1ccc(CCn2c(SCC(=O)Nc3cc(C)on3)nc3ccsc3c2=O)cc1OC returned D2 antagonist 10.8, D1 antagonist -18.7, D1 ag 3.0, RXFP1 antag -0.7, D2 PAM 4.8, D1 PAM -3.2, TRHR enhancer 1.0, RXFP1 agonist 16.8% and D2 ag -1.2.
`CCN(CC)S(=O)(=O)c1ccc(N2CCN(C)CC2)c(NC(=O)COc2ccc(F)cc2Cl)c1` gave D2 antagonist -0.4, D1 antagonist 13.8, D1 ag 0.2, RXFP1 antag -12.3, D2 PAM -7.3, D1 PAM -2.1, TRHR enhancer 0.0, RXFP1 agonist 4.2% and D2 ag 0.2.
Screening O=C(NC1CC1)C1CCN(C2CCN(C(=O)CSc3ccccc3)CC2)CC1 returned D2 antagonist -11.9, D1 antagonist -11.1, D1 ag 1.4, RXFP1 antag -0.2, D2 PAM -8.9, D1 PAM 1.4, TRHR enhancer -1.9, RXFP1 agonist 0.2% and D2 ag 1.9.
`Cc1nc2ccccn2c1C(=O)NC1CCCc2ccccc21` (configuration not stated) gave D2 antagonist -3.5, D1 antagonist -34.3*, D1 ag 6.4, RXFP1 antag 0.1, D2 PAM -0.2, D1 PAM -6.6, TRHR enhancer 3.1, RXFP1 agonist 2.5% and D2 ag 1.0.
For O=C(Cc1ccc(Cl)cc1)NNC(=S)NC(=O)c1cccs1 the results were D2 antagonist 11.9, D1 antagonist 4.4, D1 ag 47.4*, RXFP1 antag 1.7, D2 PAM -6.5, D1 PAM -5.2, TRHR enhancer -3.0, RXFP1 agonist -0.5% and D2 ag 7.3.
Screening O=C(COC(=O)c1c2c(nc3ccccc13)/C(=C/c1ccco1)CC2)NC1CCCC1 returned D2 antagonist 16.4, D1 antagonist -49.0*, D1 ag 1.5, RXFP1 antag -14.3, D2 PAM 13.3, D1 PAM -7.9, TRHR enhancer 3.9, RXFP1 agonist 11.6% and D2 ag 0.9.
`CCCNC(=O)c1nnsc1S(=O)(=O)c1ccc(Cl)cc1` gave D2 antagonist 3.6, D1 antagonist -38.8*, D1 ag -0.1, RXFP1 antag -63.2*, D2 PAM 1.2, D1 PAM -7.1, TRHR enhancer -10.9, RXFP1 agonist -2.5% and D2 ag 3.2.
`CN1C(=O)Cc2cc(S(=O)(=O)NCc3ccc(Cl)cc3)ccc21` gave D1 antagonist -28.1, D1 ag 2.3, RXFP1 antag 4.1, D2 PAM 13.0, D1 PAM -0.6, TRHR enhancer -2.6, RXFP1 agonist 0.7% and D2 ag 0.2.
For O=C(COC(=O)CCC1CCCC1)Nc1nc2c(F)c(F)c(F)cc2s1 the results were D2 antagonist -6.5, D1 antagonist 5.2, D1 ag 1.0, RXFP1 antag -4.3, D2 PAM -0.8, D1 PAM 7.4, TRHR enhancer -3.3, RXFP1 agonist -2.8% and D2 ag 5.6.

Next section, starting with the last 3 of the part before.
`CCCNC(=O)c1nnsc1S(=O)(=O)c1ccc(Cl)cc1` gave D2 antagonist 3.6, D1 antagonist -38.8*, D1 ag -0.1, RXFP1 antag -63.2*, D2 PAM 1.2, D1 PAM -7.1, TRHR enhancer -10.9, RXFP1 agonist -2.5% and D2 ag 3.2.
`CN1C(=O)Cc2cc(S(=O)(=O)NCc3ccc(Cl)cc3)ccc21` gave D1 antagonist -28.1, D1 ag 2.3, RXFP1 antag 4.1, D2 PAM 13.0, D1 PAM -0.6, TRHR enhancer -2.6, RXFP1 agonist 0.7% and D2 ag 0.2.
For O=C(COC(=O)CCC1CCCC1)Nc1nc2c(F)c(F)c(F)cc2s1 the results were D2 antagonist -6.5, D1 antagonist 5.2, D1 ag 1.0, RXFP1 antag -4.3, D2 PAM -0.8, D1 PAM 7.4, TRHR enhancer -3.3, RXFP1 agonist -2.8% and D2 ag 5.6.
COc1cc(C(CC(=O)Nc2cc(C)ccn2)N2Cc3ccccc3C2=O)cc(OC)c1OC (configuration not stated) was read as D1 antagonist -2.7&-12.6, D1 ag -0.2&0.4, RXFP1 antag -5.4, D2 PAM 0.4, D1 PAM -6.3&1.2, TRHR enhancer -1.2&-2.1, RXFP1 agonist -0.1%&0.4% and D2 ag -0.7.
Screening COc1cc(CCC(=O)Nc2ncc(C)s2)cc(OC)c1OC returned D2 antagonist -11.2, D1 antagonist 5.4, D1 ag 0.7, RXFP1 antag -13.8, D2 PAM 6.1, D1 PAM -6.6, TRHR enhancer -0.9, RXFP1 agonist -3.8% and D2 ag -0.6.
Cc1ccc2c(c1)cc(CN(Cc1ccc3c(c1)OCO3)C(=O)c1ccccc1)c1nnnn12 was read as D2 antagonist -8.7, D1 antagonist 11.1, D1 ag 2.3, RXFP1 antag 13.0, D2 PAM 0.7, D1 PAM 0.2, TRHR enhancer 13.0, RXFP1 agonist 3.3% and D2 ag 0.3.
`COc1cccc(-c2nc(CS(=O)(=O)CC(=O)NCc3ccccc3)c(C)o2)c1` gave D2 antagonist 1.7, D1 antagonist 10.2, D1 ag -0.2, RXFP1 antag 11.2, D2 PAM -6.5, D1 PAM 3.0, TRHR enhancer -4.8, RXFP1 agonist 4.3% and D2 ag -1.2.
Screening CC(C)CN(CC(C)C)C(=O)c1cc2c(=O)n3ccccc3nc2s1 returned D2 antagonist 4.2, D1 antagonist 2.3, D1 ag 6.5, RXFP1 antag -18.0, D2 PAM -2.6, D1 PAM -5.8, TRHR enhancer -0.3, RXFP1 agonist 19.9% and D2 ag 0.7.
For CCCN(C(=O)c1cc2c(=O)[nH]c3ccc(C)cc3c2s1)c1ccc(CC)cc1 the results were D1 antagonist 12.0, D1 ag -0.5, D2 PAM -5.0, D1 PAM -5.2, TRHR enhancer -0.7, RXFP1 agonist 10.2% and D2 ag -0.3.
Screening CC1(C)CC(=O)c2sc(NC(=O)C(C)(C)C)nc2C1 returned D2 antagonist -9.2, D1 antagonist -8.5, D1 ag 0.5, RXFP1 antag -2.2, D2 PAM 21.0, D1 PAM -8.7, TRHR enhancer -7.1, RXFP1 agonist -2.1% and D2 ag -0.1.
For O=C(COc1ccc2ccccc2c1)N1CCN(c2ccccc2)CC1 the results were D2 antagonist -12.3, D1 antagonist 12.0, D1 ag 0.8, RXFP1 antag -2.7, D2 PAM 11.7, D1 PAM -6.0, TRHR enhancer -14.6, RXFP1 agonist 0.5% and D2 ag 0.2.

Bioassay records (PubChem)
